Screening results: PubChem, National Center for Advancing Translational Sciences (NCATS)
ALOX15 inhib: blocks human 15-lipoxygenase activity; Potency, µM (series often up to 57.1 µM), without a hit: top-dose activity change, negative = inhibition, most hits filed as inhibitors; P16050; purified 15hLO-1, xylenol orange hydroperoxide absorbance; AID 887; hit rate 1.4% among 74,000; also: potency is read from the fitted curve at half-maximal effect; % is scaled to controls: 0 for no effect and ±100 for the full control effect; nearly all actives have a fitted effect of over 55% in size
Target sequence (P16050 whole entry, looked up): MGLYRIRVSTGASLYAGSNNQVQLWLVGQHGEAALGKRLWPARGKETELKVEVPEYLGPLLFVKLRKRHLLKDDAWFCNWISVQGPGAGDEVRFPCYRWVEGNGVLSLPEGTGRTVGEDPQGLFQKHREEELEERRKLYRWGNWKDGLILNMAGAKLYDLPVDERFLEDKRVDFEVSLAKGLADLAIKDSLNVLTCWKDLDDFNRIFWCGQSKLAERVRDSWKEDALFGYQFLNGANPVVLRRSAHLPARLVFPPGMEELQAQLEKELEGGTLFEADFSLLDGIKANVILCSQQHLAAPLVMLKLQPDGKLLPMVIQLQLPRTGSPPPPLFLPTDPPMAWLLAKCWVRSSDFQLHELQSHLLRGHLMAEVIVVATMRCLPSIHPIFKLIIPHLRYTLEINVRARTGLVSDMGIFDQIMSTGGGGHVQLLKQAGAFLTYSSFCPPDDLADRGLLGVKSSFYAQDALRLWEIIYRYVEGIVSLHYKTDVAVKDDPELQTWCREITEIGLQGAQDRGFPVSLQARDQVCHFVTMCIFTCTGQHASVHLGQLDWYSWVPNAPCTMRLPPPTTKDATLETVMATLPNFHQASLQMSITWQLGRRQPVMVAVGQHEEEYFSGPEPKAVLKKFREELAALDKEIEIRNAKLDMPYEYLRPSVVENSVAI
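Purified human 15hLO-1 (40 nM) in 25 mM Hepes pH 7.5, 0.01% Triton X-100, preincubated 15 min RT with compound, then 50 uM arachidonic acid for 6 min. Hydroperoxide read by ferrous/xylenol orange, 30 min; 573/405 nm absorbance ratio gave progress.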
DNA Pol III inh: inhibitors of bacterial DNA polymerase III holoenzyme; Potency, µM (top dose mostly 57.1 µM), without a hit: at the highest dose activity change, negative = inhibition; reconstituted DNA polymerase III holoenzyme replication, biochemical; AID 603; hit rate 0.25% among 71,000; also: potency is read from the fitted curve at half-maximal effect; % is scaled to controls: 0 for no effect and ±100 for the full control effect
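Reconstituted *E. coli* holoenzyme (0.35 nM Pol III, 1 nM beta, 154 nM SSB, 2 nM primase) was preincubated with compound for 15 min at RT. Synthesis on 1.4 nM ssM13Gori ran 35 min, then was stopped with PicoGreen/EDTA and read as dsDNA fluorescence.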
Tau filament bind: binds recombinant human tau filaments; Potency, µM (highest dose often 57.1 µM), for the others: at the top dose activity change, negative = inhibition; AID 596; recombinant tau filaments, thioflavin S fluorescence, 15 h; filaments grown with octadecylsulfate alongside compound; P10636; hit rate 2% among 71,000;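 also: potency is read from the fitted curve at half-maximal effect; % is scaled to controls: 0 for no effect and ±100 for the full control effect; actives lower thioflavin S fluorescence by blocking filaments or displacing dye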
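His-tagged recombinant human tau (exons 2, 3 and 10 included), 1 uM, was induced to fibrillize by 30 uM sodium octadecylsulfate with compound present. After 15 h at 37 C, thioflavine S fluorescence (ex 450, em 510 nm) was read.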
HEK293 cAMP ctrl: counter-screen for TSHR agonists: cAMP increase in parental HEK293 | parental HEK293 CNG cAMP sensor, membrane potential fluorescence | Potency, µM (highest dose often 57.1 µM), for the others: top-dose activation, most hits filed as activators | hit rate 2.5% among 73,000 | AID 938; also: potency is read from the fitted curve at half-maximal effect; % of control where 0% means no effect; nearly all actives have a fitted effect of over 55% in size
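Parental HEK 293 cells stably expressing a modified CNG channel (no TSHR) report cAMP rise as membrane depolarization. Membrane potential dye with 100 uM RO 20-1724 was loaded for 60 min at room temperature, then compound added for 30 min; fluorescence read at 590 nm.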
Caspase-1 inhib: blocks human caspase-1 allosterically or competitively; P29466; Caspase-1 enzyme, Ac-WEHD-AFC fluorogenic rate; Potency, µM (titrated, usually from 57.5 µM), for the others: at the highest dose activity change, negative = inhibition, actives largely listed as inhibitors; hit rate 0.03% among 75,000; AID 900;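 also: potency is read from the fitted curve at half-maximal effect; plate controls were vehicle for no effect and no substrate for full effect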
Target sequence (P29466 120-297 limits assumed): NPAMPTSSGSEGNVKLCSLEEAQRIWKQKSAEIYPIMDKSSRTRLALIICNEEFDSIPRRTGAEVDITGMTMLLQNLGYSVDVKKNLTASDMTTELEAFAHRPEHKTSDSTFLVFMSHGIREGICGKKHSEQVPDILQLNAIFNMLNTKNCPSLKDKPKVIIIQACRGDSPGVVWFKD
Target sequence (P29466 317-404 limits assumed): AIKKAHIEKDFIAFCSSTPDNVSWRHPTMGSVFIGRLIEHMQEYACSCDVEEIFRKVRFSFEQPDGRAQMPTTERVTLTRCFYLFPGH
BRCT PPI red: BRCT-phosphoprotein interaction inhibition (red fluorophore) | BRCT-phosphopeptide binding, red fluorescence polarization | Potency, µM (series often up to 76.9 µM), for inactives: at the highest dose activity change, negative = inhibition, usual class: inhibitors | hit rate 0.03% among 75,000 | AID 892; also: % is scaled to controls: 0 for no effect and ±100 for the full control effect
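Rhodamine-labelled pBACH1 10-mer (100 nM) bound to BRCT domain (100 nM) at pH 7.3; compounds incubated 12 min room temperature, polarization read. Free peptide defines full inhibition; unlabelled decapeptide titrated as control.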
HADH2 inh: HADH2 (human) dehydrogenase inhibition | Q99714 | recombinant HADH2, NADH fluorescence, beta-hydroxybutyryl-CoA | Potency, µM (series often up to 57.1 µM), for the others: at the highest dose activity change, negative = inhibition, most hits filed as inhibitors | hit rate 3.4% among 73,000 | AID 886; also: potency is read from the fitted curve at half-maximal effect; % is scaled to controls: 0 for no effect and ±100 for the full control effect; nearly all actives have a fitted effect of over 60% in size; many of its hits are not listed in these tables
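Buffer 100 mM Tris-HCl pH 9.0/0.01% Tween-20; HADH2 20 nM; NAD+ 1 mM; beta-hydroxybutyryl-CoA 90 uM (all final). 15 min cpd preincubation, RT.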
Rhodamine fluor: rhodamine region autofluorescence; max dye-equivalent concentration, M; hit rate 0.05% among 59,000; Rhodamine-region fluorescence, 547/598 nm, Tris buffer; stronger effect = higher value; in the data active = max dye-equivalent concentration above about 11 nM; inconclusive = between about 1.1 nM and that limit
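Intensities are converted to rhodamine-equivalent concentration using a six-point rhodamine standard on each plate. Compounds sit 15 min at room temperature in 100 mM Tris buffer, pH 8.0; read uses the 547/598 nm excitation/emission pair.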
BRCT PPI green: BRCA1 BRCT-phosphoprotein interaction inhibition | AID 875 | BRCA1 BRCT-phosphopeptide binding, green fluorescence polarization | Potency, µM (doses to about 76.9 µM), for inactives: at the highest dose activity change, negative = inhibition, most hits filed as inhibitors | hit rate 0.05% among 75,000;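 also: potency is read from the fitted curve at half-maximal effect; plate controls were peptide without protein for full effect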
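Fluorescence polarization: His-tagged BRCT (~35 kDa BRCA1 C-terminus, 250 nM) bound to 100 nM fluorescein-labeled phosphorylated 10-aa BACH1 peptide, pH 7.3 phosphate buffer with DTT and Tween 20. Compounds incubated 12 min at room temperature; inhibition read as lowered polarization.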
USP2a inhib: blocks human ubiquitin-specific protease USP2a; O75604; USP2a enzymatic assay, qHTS inhibition; Potency, µM (doses to about 38.3 µM), for the others: at the highest dose activity change, negative = inhibition, hits mostly inhibitors; hit rate 0.1% among 60,000;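 also: potency is read from the fitted curve at half-maximal effect; nearly all actives have a fitted effect of over 60% in size; plate controls were DMSO for no effect and NEM full inhibition control for full effect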
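Coupled readout: USP2-cleaved Ub-PLA2 (20nM final) turns over NBD C6-HPC (20uM final), Ex 460nm/Em 535nm after 2.5 h, time-zero read flagging artifacts. Enzyme (20nM final, pH 8.0 Tris) given 30 min RT with compound first; NEM defines full inhibition.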
Casp7 inh: caspase-7 (human) inhibition, allosteric or competitive; P55210; recombinant caspase-7, Ac-DEVD-AFC fluorescence rate; Potency, µM (titrated, usually from 57.5 µM), for inactives: at the highest dose activity change, negative = inhibition, actives largely listed as inhibitors; hit rate 0.02% among 75,000; active = well fitted inhibition curve with a large enough effect in the main read-out, with a control signal flat, not every such curve was filed as active; inconclusive = small, poorly fitted or top-dose-only effect, or a change in a side signal; also: potency is read from the fitted curve at half-maximal effect; % of control where 0% means no effect
* marks the source's active call; other numbers are inactive results; i = inactive; u = inconclusive; x = no result given; [ ] = remark or other dose. Unless noted, calls follow the shape of the dose curve; as a rule, active = well fitted curve in the direction sought with a large enough effect; inconclusive = small, poorly fitted or top-dose-only effect, or another doubt; inactive = no such curve, though single readings can be large; an effect the other way counts as inactive or inconclusive.

SMILES	ALOX15 inhib	DNA Pol III inh	Tau filament bind	HEK293 cAMP ctrl	Caspase-1 inhib	BRCT PPI red	HADH2 inh	Rhodamine fluor	BRCT PPI green	USP2a inhib	Casp7 inh
CCOc1ccc(NC(=O)c2ccccc2OC)cc1	-28%	-4%	-3%	23%	-1%	0.4%	-5%	i	3.0%	1%	0%
O=C(O)c1c(-c2ccccc2)c2oc3ccccc3c2[nH]c1=O	-6%	-7%	6%	u	-8%	-2.3%	u	i	-1.7%	1%	-8%
COc1cccc(N2CCN(CC(=O)Nc3nc4c(s3)CC(C)CC4)CC2)c1 (stereo not drawn)	-2%	4%	-1%	13%	-2%	0.7%	4%	i	1.9%	-2%	-5%
CCn1cc(C(=O)NCC2CCCO2)c(=O)c2cc(S(=O)(=O)N(C)C)ccc21 (stereo not drawn)	2%	-4%	-12%	u	-1%	-0.5%	-7%	x	3.6%	x	-1%
Cc1nc(CNS(=O)(=O)c2ccc3ccccc3c2)cs1	-3%	-3%	-9%	15%	1%	-0.1%	-3%	x	-6.5%	x	0%
COc1ccccc1CNc1ccnc(-c2ccccc2Cl)n1	14%	2%	0%	u	-2%	-0.5%	0%	i	-3.3%	173%[activator]	-1%
NCCC1([N+](=O)[O-])CCNCC1	24%[11.4 µM]	-15%[11.4 µM]	-4%[11.4 µM]	2%[11.4 µM]	-2%[11.5 µM]	-0.5%[15.4 µM]	2%[11.4 µM]	i	0.7%[15.4 µM]	x	3%[11.5 µM]
O=C(Cc1cccs1)N1CCCC(c2nc3c(nnn3Cc3ccccc3Cl)c(=O)[nH]2)C1 (stereo not drawn)	-9%	1%	22%	u	-4%	-2.8%	7%	i	24%	37%[activator]	-1%
Cc1ccccc1Oc1ccc(Oc2ccccc2C)nn1	6%	-2%	-12%	u	0%	2.3%	5%	i	-0.5%	8%	-1%
CN(C)S(=O)(=O)N1CCC(CCCC2CCN(S(=O)(=O)N(C)C)CC2)CC1	-5%	-1%	9%	13%	-1%	0.3%	5%	x	1.1%	-3%	0%
CCOC(=O)c1cccnc1SCC(=O)NC(C)CC (stereo not drawn)	8%	-7%	8%	6%	-1%	1.3%	u	i	-5.7%	-5%	0%
Cn1c(=O)c(=O)n(C)c2cc(S(=O)(=O)Nc3ccc4c(c3)OCCO4)ccc21	6%	-7%	-10%	11%	0%	-1.3%	-9%	i	-0.4%	6%	0%
CCC(=O)NCCSc1c[nH]c2ccccc12	-19%	-1%	-6%	1%	-2%	0.1%	-24%	i	-1.6%	17%	4%
CCOC(=O)C1CCCN(C(=O)CSc2nccn2C)C1 (stereo not drawn)	0%	1%	0%	5%	2%	0.3%	6%	i	-2.4%	6%	0%
O=c1cc(N2CCN(c3ccccc3F)CC2)[nH]c(=O)n1-c1ccc(Br)cc1	3%	-5%	15%	9%	1%	1.8%	5%	x	-1.1%	x	-6%
CC(C)N(C#N)c1nc(N2CCOCC2)nc(N2CCOCC2)n1	-1%	0%	-12%	-1%	0%	0.5%	-1%	i	-0.6%	4%	-1%
Cc1ccc(S(=O)(=O)Nc2ccccc2C(=O)c2ccc(C)c(C)c2)cc1	3%[11.4 µM]	-7%[11.4 µM]	-5%[11.4 µM]	-1%[11.4 µM]	2%[11.5 µM]	-0.1%[15.4 µM]	11%[11.4 µM]	i	-1.6%[15.4 µM]	x	-3%[11.5 µM]
CC(=C/C(=O)O)/C=C/c1cccs1	14%	-9%	-14%	10%	-2%	-1.5%	-3%	i	0.3%	-4%	0%
O=C(Cn1c(=O)n(CC2CCCO2)c(=O)c2ccccc21)c1ccccc1 (stereo not drawn)	3%	2%	-16%	u	4%	-0.6%	-2%	i	0.4%	16%	0%
COc1ccc(Cl)cc1N1CC(C(=O)Nc2nccs2)CC1=O (stereo not drawn)	2%	-2%	-6%	6%	0%	-2.0%	3%	i	-0.6%	4%	1%
Cc1cc(C)c2c(CN3CCN(Cc4ccc5c(c4)OCO5)CC3)cc(=O)oc2c1	-7%	-6%	4%	-7%	-1%	0.7%	6%	i	-2.9%	47%[activator]	1%
COc1ccc(NC(=O)C2CCCN2S(=O)(=O)c2cccc3cccnc23)c(OC)c1 (stereo not drawn)	-3%	-2%	-8%	6%	-2%	-0.8%	-4%	x	-0.5%	x	-2%
COC(=O)[C@@]1(Cc2ccc(OC)cc2)[C@H]2c3cc(C(=O)N(C)C)n(CCF)c3C[C@H]2CN1C(=O)c1ccccc1	x	-7%	-2%	u	-1%	-0.3%	2%	x	2.0%	x	-3%
CC(=O)Nc1nonc1C(=O)N1CCC(C)CC1	2%	-4%	0%	6%	1%	-0.6%	1%	i	-1.4%	8%	0%
CCN1CCCC1CNC(=O)c1cc(NC(C)=O)c(N(C)C)cc1OC (stereo not drawn)	10%	-3%	1%	3%	0%	0.8%	-8%	i	-2.4%	4%	0%
O=S(=O)(/C=C/c1ccccc1)n1cnc2ccccc21	2%	-9%	-1%	8%	0%	-1.2%	u	i	-0.7%	-10%	9%
COc1cccc(N2CCN(Cc3nc(N)nc(Nc4ccccc4)n3)CC2)c1	26%	9%	-12%	6%	0%	-2.0%	u	i	1.0%	24%	-1%
O=C(NCCN1CCOCC1)c1cc2c(=O)n3ccccc3nc2n1Cc1ccccc1	3%	-6%	0%	14%	1%	-1.4%	1%	i	-1.0%	1%	-2%
CCN1CCN(c2ncnc3c2sc2nc(N4CCOCC4)c4c(c23)CCC4)CC1	-1%	-3%	3%	2%	-1%	0.1%	-21%	i	0.6%	-2%	0%
COc1ccccc1C(=O)NC(C)c1nc2ccccc2[nH]1 (stereo not drawn)	1%	0%	-6%	u	1%	0.1%	0%	i	-0.3%	-5%	-1%
NC(=O)CSc1nnc(Cn2c(=O)sc3ccccc32)n1CCc1ccccc1	0%	-5%	-2%	16%	-2%	-0.6%	2%	x	-0.1%	x	0%
O=C(Cl)c1ccc([N+](=O)[O-])cc1	-4%	2%	2%	-7%	2%	-1.7%	-3%	x	-1.3%	x	1%
O=C(OC1Cc2c(O)cc(O)cc2OC1c1cc(O)c(O)c(O)c1-c1c(C2Oc3cc(O)cc(O)c3CC2OC(=O)c2cc(O)c(O)c(O)c2)cc(O)c(O)c1O)c1cc(O)c(O)c(O)c1 (stereo not drawn)	u	x	x	x	0%	-25%	x	x	-12%	u	-19%
O=C(O)c1ccccc1NS(=O)(=O)c1cccc(C(F)(F)F)c1	-6%	x	x	-6%	-7%	-0.7%	3%	x	-1.7%	x	-2%
COC(=O)N(C)c1nc2ccccc2s1	u	-5%	-11%	u	0%	-1.1%	2%	i	-1.5%	x	-1%
C=CCOc1ccc(C2NC(=O)NC(C)=C2C(=O)OC)cc1 (stereo not drawn)	8%	6%	1%	22%	0%	-3.4%	10%	i	1.4%	24%	-3%
CCOC(=O)CCC(=O)N1CCNC(=O)C1	4%	4%	-8%	27%	4%	-1.8%	-5%	x	-3.9%	x	2%
COCCn1c(=O)c(-c2ccc(OC)cc2)nc2cnc(Nc3ccccc3)nc21	15%	-4%	55%	13%	x	-0.2%	0%	i	-0.3%	46%[activator]	u
CCCN1C(=O)c2ccccc2NC1c1ccc(OC)cc1OC (stereo not drawn)	-7%	6%	5%	u	-16%	-0.6%	32µM*	i	0.7%	4%	-5%
CCCC(=O)N1CCN(c2ccc(NC(=O)c3ccco3)cc2)CC1	-3%	-6%	-13%	11%	-2%	0.5%	-9%	i	-1.2%	3%	0%
CCc1ccc(S(=O)(=O)NCc2cn3c(C)csc3n2)s1	5%	-1%	-9%	8%	0%	-3.9%	-7%	x	4.2%	x	-1%
Cc1ccc(CNC(=O)CN2C(=O)C3(OCCCO3)c3ccccc32)cc1	-1%	0%	1%	u	0%	0.0%	6%	i	-0.9%	15%	-2%
O=C(CSc1nnc(CNc2ccccc2)o1)N1CCN(C(=O)c2ccco2)CC1	4%	-2%	-6%	-8%	0%	0.4%	-14%	i	-0.3%	5%	0%
CCOC(=O)C1C(c2cccs2)NC(=O)NC1(O)C(F)(F)F (stereo not drawn)	8%	-2%	-16%	12%	3%	-0.3%	17%	i	0.1%	0%	-1%

Some of the compounds tested. The share of hits here may be higher or lower than overall.
